Screening data from PubChem.
EPAC2 ag: activates human EPAC2 exchange factor; AID 720711; Potency, µM (series often up to 154 µM), without a hit: at the top dose activation, usual class: activators; 0.079% of 360,000 active; EPAC2 activation, biochemical qHTS; response scale: 100% = 6.5 mM cAMP response; note: nearly all actives have a fitted effect of over 50% in size
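Each well held 100 nM EPAC2, 250 nM RAP1B-BODIPY-GDP and 50 uM GDP. Fluorescence, read at 5-min intervals to 30 min, was referenced to a 6.5 mM cAMP positive control.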
FUS suppressor: suppressors of FUS proteinopathy in yeast; S. cerevisiae FUS-expressing, growth rescue, OD600, 24 h; Potency, µM (doses to about 76.6 µM), for the others: at the top dose growth rescue (activation), actives largely listed as activators; 0.24% of 390,000 active; AID 1347120;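 note: plate controls were DMSO vehicle for no effect and reference control for full effect; nearly all actives have a fitted effect of over 55% in size; some results filed as inactive show a strong effect at the top dose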
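Galactose (2%) drives FUS expression in yeast precultured in raffinose; seeding density OD 0.005. Test compounds incubated 24hr at 30C and 99% humidity before absorbance at 600 nm was measured.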
EPAC1 antagonist: blocks human EPAC1 exchange factor; O95398; EPAC1 GEF assay, Rap1b-BODIPY-GDP exchange fluorescence; Potency, µM (highest dose often 115 µM), for the others: at the top dose activity change, negative = inhibition, usual class: inhibitors; 0.14% of 360,000 active;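 note: plate controls were vehicle for no effect and positive control for full effect; nearly all actives have a fitted effect of over 50% in size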
Target sequence (O95398 whole entry, looked up): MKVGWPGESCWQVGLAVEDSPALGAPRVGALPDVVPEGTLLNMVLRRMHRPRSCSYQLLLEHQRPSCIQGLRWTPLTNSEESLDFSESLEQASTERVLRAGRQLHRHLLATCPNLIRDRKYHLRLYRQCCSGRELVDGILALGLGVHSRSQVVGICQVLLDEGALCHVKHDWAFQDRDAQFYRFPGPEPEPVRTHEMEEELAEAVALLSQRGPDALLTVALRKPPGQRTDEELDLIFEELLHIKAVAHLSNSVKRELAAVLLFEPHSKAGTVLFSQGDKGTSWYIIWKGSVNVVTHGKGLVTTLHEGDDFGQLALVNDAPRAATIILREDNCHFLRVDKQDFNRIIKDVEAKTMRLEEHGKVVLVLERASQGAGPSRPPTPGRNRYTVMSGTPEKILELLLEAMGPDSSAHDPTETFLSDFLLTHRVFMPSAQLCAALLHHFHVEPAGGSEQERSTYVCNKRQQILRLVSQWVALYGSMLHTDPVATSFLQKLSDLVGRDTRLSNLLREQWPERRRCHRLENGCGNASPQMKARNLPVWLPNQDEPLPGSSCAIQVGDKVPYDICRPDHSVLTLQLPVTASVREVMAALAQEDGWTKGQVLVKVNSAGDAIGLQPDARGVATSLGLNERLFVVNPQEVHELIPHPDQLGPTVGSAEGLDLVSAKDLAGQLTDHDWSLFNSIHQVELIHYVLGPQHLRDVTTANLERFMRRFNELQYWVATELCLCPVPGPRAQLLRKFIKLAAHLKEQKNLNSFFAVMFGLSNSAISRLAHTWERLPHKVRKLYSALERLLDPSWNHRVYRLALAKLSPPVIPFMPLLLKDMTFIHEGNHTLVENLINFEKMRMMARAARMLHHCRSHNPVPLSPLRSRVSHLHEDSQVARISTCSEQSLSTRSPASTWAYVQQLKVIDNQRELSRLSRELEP
PTHR1 agonist: activates the human parathyroid hormone receptor PTHR1; Q03431; HEK293 GP2 PTHR1 cells, GloSensor cAMP luminescence, 1 h; Potency, µM (series often up to 115 µM), for inactives: at the top dose activation, most hits filed as activators; 0.075% of 410,000 active; note: nearly all actives have a fitted effect of over 55% in size; some results filed as inactive show a strong effect at the top dose; inactives centre near -15; many of its hits are not listed in these tables
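HEK-293-derived GP2 cells expressing PTHR1 and a GloSensor cAMP reporter, 3,000/well, plated overnight, given luciferin plus IBMX (each 0.5 mM as added) for 1 h at 37 °C, then compound for 1 h at 37 °C. Luminescence was read after 15 min at room temperature.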
aSyn rescue: rescues yeast growth from alpha-synuclein toxicity | AID 652106 | Potency, µM (doses to about 46.1 µM), without a hit: at the top dose growth rescue (activation), usual class: activators | 0.14% of 370,000 active | Yeast expressing alpha-synuclein, growth rescue, BacTiter-Glo, 24 h; note: % of control where 0% means no effect; nearly all actives have a fitted effect of over 65% in size
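Galactose-induced alpha-syn yeast (OD600=0.02, raffinose-pregrown) + pinned cpd, 24 hr, 30 deg C; growth by BacTiter-Glo luminescence. Growth restoration scores as activation.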
EPAC2 antagonist: antagonists of human EPAC2. Potency, µM (highest dose often 114 µM), without a hit: at the top dose activity, negative = inhibition, usual class: inhibitors. 0.18% of 360,000 active. EPAC2 GEF exchange of Rap1B-BODIPY-GDP, fluorescence. Q8WZA2. AID 720708; note: % is set by controls: 0 for no effect and ±100 for the full control effect; nearly all actives have a fitted effect of over 45% in size; many of its hits are not listed in these tables
EPAC1 ag: EPAC1 (human) agonism. Potency, µM (doses to about 154 µM), for the others: at the top dose activation, most hits filed as activators. 0.073% of 360,000 active. EPAC1 agonist qHTS, biochemical assay; response scale: 100% = response to 6.5 mM cAMP; note: nearly all actives have a fitted effect of over 60% in size
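Compounds were pinned as a concentration titration into mixtures of EPAC1 (100 nM), BODIPY-GDP-loaded Rap1B (250 nM) and GDP (50 uM). After 5 min at room temperature, fluorescence was followed for 30 min; activity was scaled to 6.5 mM cAMP.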
TDP-43 yeast inh: rescues yeast growth from TDP-43 toxicity; AID 652104; TDP-43 expressing yeast growth rescue, BacTiter-Glo, 24 h; 1.8% of 410,000 active; Potency, µM (doses to about 46.1 µM), inactives show at the top dose growth rescue (activation), actives largely listed as activators; note: % of control where 0% means no effect; nearly all actives have a fitted effect of over 50% in size
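In this qHTS, compounds that restore growth of yeast expressing TDP-43 appear as activators. Cells (OD600=0.02, galactose medium, raffinose-pregrown) are incubated with compound 24 hr at 30 deg C and growth is quantified by BacTiter-Glo.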
Starred values were filed as active, the others as inactive; i = inactive; u = inconclusive; x = no result given; & = joins results of further samples; [ ] = remark or other dose. Calls come from the whole dose curve; as a rule, active = well fitted curve in the direction sought with a large enough effect; inconclusive = small, poorly fitted or top-dose-only effect, or another doubt; inactive = no such curve, though single readings can be large; an effect the other way counts as inactive or inconclusive. Potency is the fitted concentration of half-maximal effect.

SMILES	EPAC2 ag	FUS suppressor	EPAC1 antagonist	PTHR1 agonist	aSyn rescue	EPAC2 antagonist	EPAC1 ag	TDP-43 yeast inh
Cc1cc(C)c(NC(=S)N(CCN2CCCCC2)Cc2ccco2)c(C)c1	0%	4%	-2%	i	3%	18%	-9%	9%
CC(C)c1nnc(NC(=O)C2CCCN2C(=O)Nc2ccccc2[N+](=O)[O-])s1 (centres undefined)	7%	2%	-2%	23%	-5%	4%	6%	-8%
O=C(Nc1ccccc1N1CCN(C(=O)c2ccccc2)CC1)c1ccccc1Cl	7%	26%	0%	-25%	-6%	-18%	-2%	u
COCCCNc1nc2nonc2nc1N1CCN(C2CCCC2)CC1	1%	9%	-7%	i	4%	8%	7%	x
Cc1ccc(N=Nc2ccc(O)c3ncccc23)cc1	-3%	-16%	0%	i	u	2%	13%	19%
COc1ccc(C(=O)N2CCN(C(=O)C3COc4ccccc4O3)CC2)cc1OC (centres undefined)	4%	20%	-14%	i	-3%	-9%	11%	4%
O=C(Nc1ccc(Cl)cc1)c1csc([C@@H]2O[C@H](CO)[C@@H](O)[C@H]2O)n1	0%	-15%	20%	-17%	-3%	10%	0%	21%
COc1cccc(NC(=O)COC(=O)Cc2ccc(Br)cc2)c1	13%	-7%	-19%	i	10%	-7%	-13%	32%
O=C(CSc1oc(-c2ccc(F)cc2)nc1S(=O)(=O)c1ccccc1)NCC1CCCO1 (centres undefined)	-4%	21%	8%	i	-2%	8%	-7%	-13%
O=[N+]([O-])c1cc(/C=N/O)ccc1Sc1ccccc1	26%	-8%	-8%	i	19%	-12%	11%	3.2µM*
COc1ccc(OCCSc2n[nH]c(N)n2)cc1	-1%	-6%	-2%	i	3%	-4%	15%	23%
C[C@@H]1CN([C@@H](C)CO)C(=O)c2cc(NC(=O)Nc3ccccc3)ccc2O[C@H]1CN(C)C(=O)Nc1cccc2ccccc12	-12%	u	-24%	i	0%	-13%	-5%	-1%
C=CC[C@H](CC(=O)NCCO)C(=O)N[C@H](COC(=O)[C@@H](CC=C)Cc1ccc(F)cc1)Cc1ccccc1	1%	35%	-16%	i	1%	-22%	-14%	4%
Clc1cccc(Cl)c1Cn1nnc(-c2cccs2)n1	2%	23%	19%	-12%[57.5 µM]	-10%	17%	5%	-21%
CC1CCc2nn(CC(=O)NCCCN3CCOCC3)cc2C1 (centres undefined)	7%	-22%	-8%	-22%	2%	5%	5%	17%
COc1ccccc1OCCC(=O)OCCN1C(=O)c2ccccc2C1=O	1%	6%	6%	i	-1%	9%	-6%	14%
O=C(CSCC(=O)N1CCCCC1)Nc1nc(-c2ccccc2)c(-c2ccccc2)s1	10%	18µM*	-3%	-46%[inhibitor]	-2%	6%	4%	u
CC1=CC(=O)C=C(C)C1=NOC(=O)c1cccc([N+](=O)[O-])c1	6%	x	-10%	i	5%	6%	-5%	-12%
COc1ccccc1NC(=O)C1=C(C)Nc2ncnn2C1c1cccs1 (centres undefined)	3%	0%	5%	-15%[57.5 µM]	2%	-4%	-6%	10%
COc1ccc(NC(=O)c2nc[nH]c2C(=O)N2CCN(C(=O)OC(C)(C)C)CC2)cc1	10%	-5%	-1%	i	1%	17%	-4%	24%
COc1ccc(-c2noc(N3CCC(C(=O)N4CCN(c5ccccn5)CC4)CC3)n2)cc1	5%	16%	-3%	-17%[57.5 µM]	5%	-2%	20%	29%
CCOc1ccc(N2CC(C(=O)NCCc3ccc(OC)c(OC)c3)CC2=O)cc1 (centres undefined)	3%	17%	17%	-17%[57.5 µM]	1%	8%	2%	-12%
COc1cc(C=NNC(=O)c2ccccc2NS(=O)(=O)c2cccs2)cc(OC)c1O	-2%	x	8%	-25%	3%	-5%	3%	-4%
CN(C)c1nc(C#N)nc(N2CCOCC2)n1	6%	-9%	-14%	-6%[57.5 µM]	2%&6%	9%	-6%	-3%
CC1N(C)c2cccc3cccc(c23)N1C	-5%	3%	-3%	i	8%	-3%	-4%	u
CC1C(=O)NN=C1C(=O)N/N=C\C(Br)=C\c1ccccc1 (centres undefined)	0%	11%	3%	-3%	-3%	2%	3%	-6%
COc1ccc(-n2nnnc2SCC(=O)NCc2cccs2)cc1	9%	14%	-4%	i	-1%	13%	6%	7%[9.22 µM]
CC1(C)CC(NC(=S)NCc2ccco2)CC(C)(C)N1	5%	-32%	1%	i	-7%	-1%	-1%	17%
COc1ccc(NC(=O)c2cccc(S(=O)(=O)N3CCCCCC3)c2)cc1	1%	-15%	6%	-25%	7%	-22%	-6%	7%
CC(C)[C@H](CO)Nc1nc(Nc2ccc(Cl)c(C(=O)O)c2)c2ncn(C(C)C)c2n1	5%	3%	1%	7%	-1%	17%	5%	-13%
Cc1c(C(=O)N2CCCCCC2)nnn1-c1nonc1N	u	-12%	-15%	i	-9%	-2%	-6%	-2%
CS(=O)(=O)Nc1cccc(C2=NN(C(=O)c3cccc(F)c3)C(c3cccs3)C2)c1 (centres undefined)	u	39%	-13%	0%	-9%	-9%	9%	7%
CCC(C)NC(=O)/C=C/c1ccc(S(=O)(=O)NCc2ccco2)cc1 (centres undefined)	5%	3%	11%	-55%[inhibitor]	-6%	-13%	9%	-8%
C=CCNCCOCCSc1ccc(Cl)cc1	-2%	-1%	-3%	i	2%	5%	-11%	-3%
Cc1cccc(NC(=O)CNC(=O)COc2cccnc2[N+](=O)[O-])c1C	6%	-6%	10%	i	-3%	5%	-12%	11%
CCOC(=O)C(=NCCCN1CCOCC1)NNc1cccc(C(F)(F)F)c1	6%	12%	8%	-12%	-1%	-22%	0%	-14%

A different layout for some results above:
Every second line gives: EPAC2 ag, FUS suppressor, EPAC1 antagonist, PTHR1 agonist, aSyn rescue, EPAC2 antagonist, EPAC1 ag, TDP-43 yeast inh
- COc1ccc(-c2noc(N3CCC(C(=O)N4CCN(c5ccccn5)CC4)CC3)n2)cc1
  5%, 16%, -3%, -17%[57.5 µM], 5%, -2%, 20%, 29%
- CCOc1ccc(N2CC(C(=O)NCCc3ccc(OC)c(OC)c3)CC2=O)cc1 (centres undefined)
  3%, 17%, 17%, -17%[57.5 µM], 1%, 8%, 2%, -12%
- COc1cc(C=NNC(=O)c2ccccc2NS(=O)(=O)c2cccs2)cc(OC)c1O
  -2%, x, 8%, -25%, 3%, -5%, 3%, -4%
- CN(C)c1nc(C#N)nc(N2CCOCC2)n1
  6%, -9%, -14%, -6%[57.5 µM], 2%&6%, 9%, -6%, -3%
- CC1N(C)c2cccc3cccc(c23)N1C
  -5%, 3%, -3%, i, 8%, -3%, -4%, u
- CC1C(=O)NN=C1C(=O)N/N=C\C(Br)=C\c1ccccc1 (centres undefined)
  0%, 11%, 3%, -3%, -3%, 2%, 3%, -6%
- COc1ccc(-n2nnnc2SCC(=O)NCc2cccs2)cc1
  9%, 14%, -4%, i, -1%, 13%, 6%, 7%[9.22 µM]
- CC1(C)CC(NC(=S)NCc2ccco2)CC(C)(C)N1
  5%, -32%, 1%, i, -7%, -1%, -1%, 17%
- COc1ccc(NC(=O)c2cccc(S(=O)(=O)N3CCCCCC3)c2)cc1
  1%, -15%, 6%, -25%, 7%, -22%, -6%, 7%
- CC(C)[C@H](CO)Nc1nc(Nc2ccc(Cl)c(C(=O)O)c2)c2ncn(C(C)C)c2n1
  5%, 3%, 1%, 7%, -1%, 17%, 5%, -13%
- Cc1c(C(=O)N2CCCCCC2)nnn1-c1nonc1N
  u, -12%, -15%, i, -9%, -2%, -6%, -2%
- CS(=O)(=O)Nc1cccc(C2=NN(C(=O)c3cccc(F)c3)C(c3cccs3)C2)c1 (centres undefined)
  u, 39%, -13%, 0%, -9%, -9%, 9%, 7%
- CCC(C)NC(=O)/C=C/c1ccc(S(=O)(=O)NCc2ccco2)cc1 (centres undefined)
  5%, 3%, 11%, -55%[inhibitor], -6%, -13%, 9%, -8%

Other structures:
SMILES	EPAC2 ag	FUS suppressor	EPAC1 antagonist	PTHR1 agonist	aSyn rescue	EPAC2 antagonist	EPAC1 ag	TDP-43 yeast inh
CCCn1nc(C(=O)Nc2ccc(N3CCOCC3)cc2)c2ccccc2c1=O	1%	-4%	6%	-30%	3%	0%	18%	22%
COC[C@H](NS(=O)(=O)c1ccc(Br)cc1F)[C@@H](O)c1ccccc1	-2%	-22%	-5%	i	1%	-4%	-2%	u
CC(C)(C)c1nc(SCC(=O)NNC(=O)c2ccccc2)c2ccccc2n1	13%	-14%	-3%	-70%[inhibitor]	6%	-3%	6%	11%
Cc1cnc(C(=O)N(c2ccc(N3CCOCC3)cc2)C2C(=O)Nc3ccccc3N=C2c2ccc3c(c2)OCO3)cn1 (centres undefined)	6%	22%	-15%	-18%	-8%	-5%	-6%	6%
O=C(NCC1CCCO1)C1CCC(=O)N1Cc1ccc(F)cc1 (centres undefined)	12%	11%	-7%	-29%	-1%	-6%	8%	-19%
CCOc1ccc(NC(=O)C2CCN(S(C)(=O)=O)CC2)cc1	11%	-6%	7%	-95%[inhibitor]	-7%	1%	-2%	-19%
CC(C)C1N=C2c3ccccc3N=C(SCc3cc(=O)n4cc(Cl)ccc4n3)N2C1=O (centres undefined)	-9%	4%	-10%	i	2%	-20%	-1%	-4%
COc1ccc(C(=O)NCCn2cc(SCC(=O)Nc3cc(C)on3)c3ccccc32)cc1OC	-13%	6%	8%	i	1%	-3%	1%	6%
COC(=O)CSc1nc2c(cnn2-c2ccc(F)cc2)c(=O)[nH]1	9%	-26%&-9%	-18%	i	-3%	14%	11%	6%
COc1cc2c(cc1OC)CN(C(=O)/C=C/c1ccc(F)cc1)CC2	3%	20%	-13%	i	1%	-10%	6%	u

Not all compounds are listed; the hit share may differ from the screen's.
